Screening results: PubChem, National Center for Advancing Translational Sciences (NCATS)
TSG101-PTAP inh: qHTS Assay for Iinhibitors of HIV-1 Budding by Blocking the Interaction of PTAP/TSG101; Tumor susceptibility gene 101 protein (Homo sapiens), Q99816; Fluorescence polarization, FITC-PTAP peptide / Tsg101 binding; Potency, µM (highest dose often 115 µM), for inactives: at the top dose activity change, negative = inhibition, actives largely listed as inhibitors; 340,000 tested, under 10 active; AID 493005, 2010; active = well fitted inhibition curve with a large enough effect in the main read-out, with a control signal flat, not every such curve was filed as active; inconclusive = small, poorly fitted or top-dose-only effect, or effect the other way, or a change in a side signal; inactive = no such curve, though single readings can be large or run the other way; note: potency is the fitted concentration of half-maximal effect; % of control where 0% means no effect
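Fluorescence polarization binding of Tsg101 binding domain (10 uM final) to FITC-labeled PTAP peptide (50 nM final) in HEPES pH 7.5 buffer with NaCl, Tween 20, EDTA, TCEP. Compounds added before peptide; binding 20 min at RT.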
Eya2 phos inh: qHTS Assay for Inhibitors of the Phosphatase Activity of Eya2; Potency, µM (doses to about 76.9 µM), without a hit: top-dose activity, negative = inhibition, usual class: inhibitors; recombinant Eya2, OMFP fluorescence dephosphorylation (OMFP is methylfluorescein phosphate); hit rate 0.006% among 330,000; Protein phosphatase EYA2 (Homo sapiens), O00167; note: potency is the fitted concentration of half-maximal effect; % is set by controls: 0 for no effect and ±100 for the full control effect
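Eya2 (0.2 uM) preincubated 10 min at ambient with compound, then OMFP substrate added at 50 uM; 10 min reaction in 50 mM HEPES pH 7.5, 50 mM NaCl, 5 uM MgCl2, 0.05% BSA, 1 mM DTT. Fluorescence read at Ex 485/Em 525 nm.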
TRPV1 agonist: HTS Assay for Compounds that Act as Agonists of the Vanilloid Receptor 1. hit rate 0.19% among 320,000. activation, % at 8.33 µM. Transient receptor potential cation channel subfamily V member 1 (Homo sapiens), Q8NER1. TRPV1-expressing cells, Fluo-8 calcium influx, agonist mode; in the data active = activation above about 80%; inconclusive = between about 30% and that limit; note: 0% is about no effect
Target sequence (Q8NER1 whole entry, looked up): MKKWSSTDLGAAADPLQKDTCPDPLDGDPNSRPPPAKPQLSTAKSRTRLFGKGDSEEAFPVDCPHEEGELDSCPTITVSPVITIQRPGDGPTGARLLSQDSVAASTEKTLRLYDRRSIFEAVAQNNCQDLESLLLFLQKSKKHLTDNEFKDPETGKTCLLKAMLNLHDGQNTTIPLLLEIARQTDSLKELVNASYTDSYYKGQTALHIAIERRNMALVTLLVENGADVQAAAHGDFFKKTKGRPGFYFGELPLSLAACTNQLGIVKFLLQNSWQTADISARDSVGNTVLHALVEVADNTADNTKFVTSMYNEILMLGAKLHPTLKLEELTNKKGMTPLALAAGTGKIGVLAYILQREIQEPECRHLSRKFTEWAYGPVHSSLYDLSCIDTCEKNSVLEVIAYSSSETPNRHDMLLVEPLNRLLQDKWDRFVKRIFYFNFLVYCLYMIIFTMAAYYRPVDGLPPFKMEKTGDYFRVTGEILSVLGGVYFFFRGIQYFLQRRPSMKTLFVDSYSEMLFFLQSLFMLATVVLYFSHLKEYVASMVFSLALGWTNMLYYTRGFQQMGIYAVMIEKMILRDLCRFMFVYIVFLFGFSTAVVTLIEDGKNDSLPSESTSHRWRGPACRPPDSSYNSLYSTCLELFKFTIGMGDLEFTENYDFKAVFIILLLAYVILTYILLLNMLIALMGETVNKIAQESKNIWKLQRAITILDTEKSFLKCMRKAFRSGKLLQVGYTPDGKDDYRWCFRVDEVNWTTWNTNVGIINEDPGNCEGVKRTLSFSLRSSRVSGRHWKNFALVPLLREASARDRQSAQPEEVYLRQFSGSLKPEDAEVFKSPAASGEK
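Fluo-8 calcium influx in TRPV1-expressing cells, kinetic read (ex 480/em 520 nm). Compound added and read 3 min for agonist activity, followed by capsaicin at EC20 final and 2 min further read for enhancement.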
USP2a inh: qHTS Assay for Inhibitors of Ubiquitin-specific Protease USP2a Using CHOP2 as the Reporter. Ubiquitin carboxyl-terminal hydrolase 2 (Homo sapiens), O75604. USP2 core, Ub-CHOP2 coupled fluorogenic reporter, 485/531. Potency, µM (doses to about 38.3 µM), for the others: top-dose activity change, negative = inhibition, usual class: inhibitors. hit rate 0.01% among 330,000. AID 463254, 2010;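 note: potency is the fitted concentration of half-maximal effect; plate controls were DMSO wells for no effect and full inhibition by NEM control for full effect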
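USP2 core (10nM final) preincubated 30min RT with compound in 20mM Tris-HCl pH 8.0, 2mM CaCl2, 2mM beta-mercaptoethanol, 0.05% CHAPS; 25nM Ub-CHOP2 plus 25nM reporter substrate added, fluorescence (Ex485/Em531) read after 60min.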
B2AR arrestin: qHTS assay of beta-arrestin-biased ligands of beta2-adrenergic receptor. Beta-2 adrenergic receptor (Homo sapiens), P07550. beta-arrestin recruitment to beta2AR, cell-based reporter. Potency, µM (titrated, usually from 46.1 µM), inactives show at the highest dose activation, most hits filed as activators. hit rate 0.02% among 330,000. AID 492947, 2010;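 note: potency is the fitted concentration of half-maximal effect; 0% = DMSO controls and full agonism = EC100 isoproterenol or metaproterenol; nearly all actives have a fitted effect of over 65% in size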
uPA surface inh: qHTS for Inhibitors of Cell Surface uPA Generation; cell surface uPA generation assay, qHTS; Potency, µM (series often up to 38.3 µM), for inactives: at the highest dose activity change, negative = inhibition, actives largely listed as inhibitors; hit rate 0.31% among 330,000; AID 540303, 2011; active = well fitted inhibition curve with a large enough effect; inconclusive = small, poorly fitted or top-dose-only effect; inactive = no such curve, though single readings can be large or run the other way; tested in mouse RAW 264.7 cells; note: potency is the fitted concentration of half-maximal effect; % is set by controls: 0 for no effect and ±100 for the full control effect; nearly all actives have a fitted effect of over 55% in size
ASM inhibitor: Inhibitors of Secretory Acid Sphingomyelinase (S-ASM): qHTS; Potency, µM (titrated, usually from 57.5 µM), inactives show top-dose activity change, negative = inhibition, hits mostly inhibitors; hit rate 0.006% among 340,000; placental ASM, HMU-PC fluorogenic substrate, 60 min; Sphingomyelin phosphodiesterase (Homo sapiens), P17405; AID 504937, 2011; note: potency is the fitted concentration of half-maximal effect
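Human placenta-derived ASM preincubated with compound 10 min at room temperature, then reacted with 9 uM (final) fluorogenic HMU-PC substrate for 60 min at 37 C. Stop solution raises pH to 10; fluorescence read at Ex 386/Em 447 nm.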
p53 reactivator: qHTS assay for re-activators of p53 using a Luc reporter; hit rate 0.063% among 320,000; H1299 p53-A138V BP100-luciferase reporter, luminescence, 24 h; AID 504706, 2011; Potency, µM (series often up to 92.2 µM), for inactives: top-dose activity change, positive = activation, most hits filed as activators; note: potency is the fitted concentration of half-maximal effect; % of control where 0% means no effect; nearly all actives have a fitted effect of over 45% in size
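p53-null H1299 cells stably carrying temperature-sensitive p53-A138V and a BP100-luciferase reporter were pinned with compounds (4-point, 1:5 series) and held 24 hrs at 37 deg C. Luminescence was read 10 min after detection reagent.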
ELG1 genotox: qHTS screen for small molecules that induce genotoxicity in human embryonic kidney (HEK293T) cells expressing luciferase-tagged ELG1; HEK293T ELG1-luciferase reporter, luminescence, 16 h; Potency, µM (titrated, usually from 46 µM), inactives show at the top dose activity change, positive = activation, most hits filed as activators; hit rate 1.3% among 330,000; note: potency is the fitted concentration of half-maximal effect; % of control where 0% means no effect; nearly all actives have a fitted effect of over 60% in size
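After overnight (16 hr) compound treatment at 37 °C, ELG1-luciferase HEK293T cells were lysed with ONE-Glo; luminescence quantified 30 min later at room temperature.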
BRCA1 expr act: qHTS Assay to Identify Small Molecule Activators of BRCA1 Expression; MCF7-BRCA1-FFLuc reporter, luminescence, 48 h; response scale: scaled: vehicle 0%, 10 µM genistein 100%; Potency, µM (top dose mostly 46.1 µM), without a hit: at the top dose activation, actives largely listed as activators; hit rate 1.1% among 380,000; note: potency is the fitted concentration of half-maximal effect; nearly all actives have a fitted effect of over 80% in size; some results filed as inactive show a strong effect at the top dose
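Quantitative HTS in MCF7 cells stably reporting BRCA1 expression via firefly luciferase. Compound treatment lasts 48 h at 37 °C in phenol-red free MEM. Activation is expressed relative to genistein at 10 microM and DMSO.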
Integrin act MD: qHTS for Activators of Integrin-Mediated Alleviation for Muscular Dystrophy; hit rate 0.064% among 350,000; alpha7betagal myoblasts, beta-gal FDG fluorescence, 48 h; Potency, µM (top dose mostly 38.3 µM), for the others: at the top dose activation, most hits filed as activators; AID 624291, 2012;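 note: potency is the fitted concentration of half-maximal effect; 100% = response of the positive control SU9516; nearly all actives have a fitted effect of over 60% in size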
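alpha7betagal+/- myoblasts (passage 13, 250/well) treated 48 h at 37C with compounds at 1:260 dilution of DMSO stock. Lysed, then beta-galactosidase activity read as FDG fluorescence (ex 480/em 540) after 30 min, with pre-read for autofluorescence.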
Active calls of the source: *; u = inconclusive; x = no result given; & = joins results of further samples; [ ] = dose if it differs, or a comment. Unless noted, calls come from the whole dose curve; as a rule, active = well fitted curve in the direction sought with a large enough effect; inconclusive = small, poorly fitted or top-dose-only effect, or another doubt; inactive = no such curve, though single readings can be large; an effect the other way counts as inactive or inconclusive.

SMILES | TSG101-PTAP inh | Eya2 phos inh | TRPV1 agonist | USP2a inh | B2AR arrestin | uPA surface inh | ASM inhibitor | p53 reactivator | ELG1 genotox | BRCA1 expr act | Integrin act MD
O=C(Nc1cccc(C(=O)Nc2cccc(Br)c2)c1)c1ccccc1 | -2% | -22% | 15 | 0% | 0.6% | -6% | u | 8% | -2% | 16% | -42%
O=C(NCc1ccoc1)c1ccc(NC(=O)c2ccccc2Cl)cc1 | -3% | -9% | 1 | 1% | -0.1% | -1% | 1% | 5% | -1% | 28% | 24%
N#Cc1c(/N=C/c2ccc(Br)s2)sc2c1CCC2 | -2% | -17% | 14 | 4% | -0.3% | -4% | -2% | u | u | 56% | 11%
CC1=C(C(=O)OCC2CCCCC2)C(c2ccc(O)cc2)NC(=O)N1 (stereo not drawn) | -2% | -11% | -6 | 9% | 0.0% | 5% | 9% | -7% | 0% | -13% | -27%
CCC(C)NC(=O)CSc1nc(-c2cccs2)cc(C(F)(F)F)n1 (stereo not drawn) | -4% | 10% | 5 | 0% | 0.3% | 9% | -2% | -1% | -8% | -2% | -17%
Cc1cc(C)c(NC(=O)CS(=O)CC(=O)Nc2ccc(N3CCOCC3)cc2)c(C)c1 (stereo not drawn) | 0% | 7% | -3 | 0% | 0.2% | -3% | 1% | 4% | 0% | 4% | 0%
O=C(NC1(C(F)(F)F)N=C2SCCN2C1=O)c1cccnc1 (stereo not drawn) | 1% | 3% | 0 | 1% | -1.8% | -3% | 0% | -6% | 3% | -9% | 0%
CCCN(CCC)CCCNC(=O)CNC(=O)c1nn(-c2ccc(OC)cc2)c(=O)c2ccccc12 | -2% | -7% | 0 | 1% | -0.2% | 5% | 7% | -2% | 0% | 0% | -6%
COc1ccc(C(=O)N(CN2CCCC2=O)c2ccccc2OC)cc1OC | -1% | 7% | 1 | 1% | 0.0% | -1% | 2% | 12% | 4% | 22% | 17%
COc1ccccc1NC(=O)C1=C(C)Nc2nc(-c3cccnc3)nn2C1c1ccccn1 (stereo not drawn) | -4% | x | x | x | x | -1% | 5% | x | x | 0% | 82%
CCOc1ccccc1C(=O)N1CCN(C(c2ccccc2)c2ccccc2)CC1 | 1% | 4% | 8 | 1% | -0.4% | -1% | -1% | -6% | -14% | 8% | u
COc1cc(C(=O)OC(C)C(=O)NC2CCCCC2C)c([N+](=O)[O-])cc1OC (stereo not drawn) | -1% | -25% | 23 | 1% | 0.1% | 1% | -1% | 2% | 0% | 1% | 13%
Cc1ccnc(NC(=O)/C=C/c2cccs2)c1 | -1% | -5% | u | 0% | 2.6% | -21% | -2% | x | u | -30% | -11%
COc1ccc2[nH]c(C(=O)Nc3ncc(C)cc3Br)cc2c1 | 0% | 5% | x | 2% | -0.2% | -2% | 6% | 0% | 0% | 18% | 29%
COc1cccc(CN2CC(C(=O)N(C)CCCC3CCCC3)CCC2=O)c1 (stereo not drawn) | -3% | -2% | 8 | 5% | -1.1% | -17% | 4% | 23% | 1% | 3% | -46%[inhibitor]
CN(C)c1ccc(/C=N/NC(=S)NCc2ccco2)cc1 | -2% | -3% | 1 | 2% | -0.3% | 2% | 110%[activator] | 15% | 7% | -2% | 9%
O=C(Cc1ccccc1)NNc1c2ccccc2nc2ccccc12 | -3% | 0% | u | -1% | 0.1% | 4% | -2% | -4% | -5% | 4% | -12%
Cc1c(C(=O)NCc2ccco2)oc2ccc(Br)cc12 | 6% | 3% | 29 | -2% | 0.8% | -12% | -3% | 24% | -1% | 16% | 7%
O=C(COC(=O)CCN1C(=O)c2cccc([N+](=O)[O-])c2C1=O)NC1CCS(=O)(=O)C1 (stereo not drawn) | -3% | -3% | -4 | 4% | -0.1% | 8% | 5% | -3% | -1% | 1% | 23%
O=C(C[n+]1ccc(/C=N/O)cc1)NCc1ccccc1 | 0% | -8% | 1 | -4% | 0.0% | 4% | -2% | 2% | -3% | 1% | 20%
CCC(C)N(NC(C)=O)c1nc(Cl)nc(NC(C)(C)C)n1 (stereo not drawn) | -4% | -19% | 0 | 1% | 0.2% | -3% | 7% | 3% | 8% | 2% | 19%
Cc1ccc(SCC(=O)N2CCOCC2)cc1 | -5% | -3% | u | -1% | -1.0% | 0% | 3% | u | u | 53% | -5%
COC(=O)COc1cccc2c(=O)n(CC(=O)NCCc3ccc(OC)c(OC)c3)ccc12 | -3% | 1% | 1 | 3% | -0.3% | 6% | 3% | 2% | 1% | -9% | -4%
O=C(CCC1CCCN(Cc2ccc3c(c2)CCO3)C1)NCc1ccc(F)c(F)c1 (stereo not drawn) | -8% | -3% | 0 | -5% | 0.2% | 1% | 3% | 10% | -4% | 0% | 0%
CCN(CC(=O)Nc1c(F)cccc1F)C(=O)/C=C/c1ccc(C)o1 | 4% | 5% | 0 | 2% | -0.1% | 3% | 3% | -6% | -2% | -1% | -29%
CCOC(=O)N1CCN(C(c2ccc(F)cc2)c2sc3nc(C)nn3c2O)CC1 (stereo not drawn) | -1% | 6% | -3 | 1% | 0.1% | -2% | 4% | -6% | -2% | 4% | 4%
O=C(CCC(=O)NNC(=O)c1ccc(Cl)cc1Cl)NCc1ccccc1 | 1% | 11% | -2 | 1% | 0.0% | -5% | 2% | -7% | 1% | 8% | 3%
COc1ccccc1NC1=C(Cl)C(=O)N(c2ccccc2)C1=O | 0% | -9% | 16 | -2% | -0.9% | 1% | -7% | 0% | 0% | -20% | -17%
NC(=O)COC(=O)c1oc2ccccc2c1CSc1ccc(Cl)cc1 | 1% | 3% | u | 5% | -1.8% | 0% | -18% | -8% | -1% | -2% | 16%
COC(=O)COc1cc2ccccc2cc1C(=O)Nc1ccccc1 | -4% | -1% | 2 | 11% | 0.0% | 13% | -3% | 22% | 3% | 23% | 7%
COc1ccc(C(=O)N(Cc2ccco2)Cc2cccs2)c(O)c1 | -8% | -2% | 15&13 | 0% | -0.1% | -5% | -1% | -5% | -3% | 20%&0% | -21%
O=C(Nc1cc(S(=O)(=O)N2CCOCC2)ccc1N1CCCC1)c1ccc(F)cc1 | -3% | 1% | -1 | -2% | -0.1% | -5% | 3% | -1% | 1% | -15% | -4%
COc1ccc(CNC(=O)C(=O)NCc2ccncc2)cc1 | 0% | -5% | -1 | 1% | -0.2% | -9% | 4% | 7% | 0% | 9% | 12%
Cc1cccc(/C=N/Nc2cc(N3CCOCC3)nc(N3CCOCC3)n2)c1 | -2% | -4% | u | -1% | -0.1% | -11% | -4% | -15% | -2% | -67% | -38%
COc1ccc(OC)c(NC(=O)c2ccc(CN3CCOCC3)cc2)c1 | -4% | 13% | 5 | -1% | -1.0% | -2% | 0% | -1% | -2% | 16% | 14%
Cc1ccccc1Oc1ccc(-c2nc(N)nc(N)n2)cc1 | 3% | 3% | 0 | 2% | -0.5% | -1% | -2% | 2% | 1% | -9% | -12%
CC(=O)CSc1ccc(-c2nc3cc(C)c(C)cc3[nH]2)cn1 | 1% | 4% | 1 | 2% | 0.2% | -17% | -4% | -1% | 0% | -51% | 4%
COc1ccc(NC(=O)C2CCN(C(=O)[C@@H]3Cc4ccccc4CN3C(=O)OC(C)(C)C)CC2)cc1 | -5% | -15% | 2 | -2% | 0.0% | 0% | -3% | 16% | -11% | -3% | -28%
COc1ccc(Cc2nnc(NC(=O)Cc3cccs3)s2)cc1OC | -3% | -7% | -3 | -14% | -0.3% | -14% | -2% | -14% | 0% | -1% | -20%

Outcome played no part in choosing rows; 2.6% or so of the library scored in one or more.
